Assay outcomes: PubChem BioAssay, several laboratories
RSV antiviral HEp-2 – inhibition of RSV-induced cytopathic effect – HEp-2 cells, primary 10 µM value included (AID 2391) | HEp-2 cells, RSV-induced CPE inhibition; higher % means a stronger effect | one-dose CPE inhibition, % at 10 µM; IC50 in µM for titrated hits | actives 0.13% (n = 310,000); in the data active = a potency from the dose series; inconclusive = CPE inhibition mostly from about 23% at the one dose, without a potency; inactive = the rest, 99 in 100 with CPE inhibition below about 21%; note: strong numbers were not always called active
Rac1 GTP hydrolysis – MgcRacGAP GTPase-activating activity inhibitors, confirmation, biochemical, ADP Hunter fluorescence | MgcRacGAP-stimulated Rac1 GTP hydrolysis, ADP Hunter fluorescence; higher % means a stronger effect; GST-tagged Rac1 F28L mutant substrate | one-dose inhibition, % at 30 µM; IC50 in µM for titrated hits | actives 0.6% (n = 340,000) | AID 624330;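 active = first-screen hits whose inhibition reached a set limit at any dose in the follow-up dose series; inconclusive = inhibition above the set first-screen limit but never retested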;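 note: fluorescence reports GDP produced by GAP-driven GTP hydrolysis; strong numbers were not always called active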
CSM14.1 death rescue – protection against thapsigargin-triggered cell killing – 384-well, CSM14.1, ATP luminescence, primary screen (AID 1222) | CSM14.1 thapsigargin-induced death rescue, ATP luminescence; higher % means a stronger effect | one-dose cellular ATP content (survival), % at 20 µM; EC50 in µM for titrated hits | 190,000 tested, under 10 active;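 active = EC50 below 50 µM in the dose-response confirmation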;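 note: death triggered by thapsigargin at about 15 µM added after 2 h compound pretreatment; cell ATP read after overnight thapsigargin exposure of roughly 18 to 22 hours; normalized against plate controls of thapsigargin alone and 5% DMSO vehicle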
PhoP inhibition – inhibitors of PhoP regulon expression, primary screen, Salmonella Typhimurium, GFP reporter (AID 1863). actives 0.16% (n = 300,000). S. Typhimurium PhoP-regulated promoter GFP reporter, 4 h; higher % means a stronger effect. inhibition, % at 50 µM; hits with a dose series show IC50 in µM;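 active = inhibition over 29.93%, a cutoff 3 SD above the screen mean, later confirmed by dose response; inconclusive = inhibition over 29.93% but no dose response follow-up; inactive = inhibition at most 29.93% or unconfirmed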;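 note: 0% = low Mg2+ inducing control and 100% = high Mg2+ repressing control; strong numbers were not always called active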
West Nile virus CPE – inhibition of WNV-induced cytopathic effect – cell-based, CPE readout (AID 1621). actives 0.02% (n = 290,000). West Nile virus-infected cells, CPE inhibition; higher % means a stronger effect. CPE inhibition, % at 10 µM; hits with a dose series show IC50 in µM; in the data active = a potency from the dose series; inconclusive = CPE inhibition mostly from about 3.7% at the one dose, without a potency; inactive = the rest, 99 in 100 with CPE inhibition below about 2.2%; note: strong numbers were not always called active
Large T inhibition – SV40 large T antigen inhibitors, biochemical (AID 1903); inhibition, % at 20 µM, or IC50 in µM where a hit was titrated; actives 0.39% (n = 310,000); SV40 large T antigen ATPase/helicase inhibition assay; higher % means a stronger effect; in the data active = a potency from the dose series; inconclusive = inhibition mostly from about 32% at the one dose, without a potency; inactive = the rest, 99 in 100 with inhibition below about 32%; note: strong numbers were not always called active
NS5 inhibitors – flavivirus cap methylation enzyme inhibition – biochemical, confirmation dose response, primary screen (AID 588689); actives 0.3% (n = 340,000); one-dose inhibition, % at 25 µM; IC50 in µM for titrated hits; Dengue-2 NS5 methyltransferase capping enzyme assay, biochemical; higher % means a stronger effect; in the data active = a potency from the dose series; inconclusive = inhibition above about 29% without an active follow-up result
LYP inhibition – PTPN22 lymphoid phosphatase activity blockers – biochemical, fluorescence intensity, uHTS (AID 1779) | recombinant LYP phosphatase, fluorescence intensity; higher % means a stronger effect | inhibition, % at 11.5 µM, or IC50 in µM where a hit was titrated | actives 0.054% (n = 290,000); in the data active = inhibition above about 50%;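 note: plate controls were vehicle with enzyme for no effect and no enzyme for full effect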
GPR35 antagonists – inhibition of zaprinast-stimulated GPR35 beta-arrestin translocation – imaging, U2OS, beta-arrestin-GFP, zaprinast agonist, primary screen (AID 2058) | actives 0.052% (n = 290,000) | one-dose inhibition, % at 10 µM; IC50 in µM for titrated hits | U2OS GPR35 beta-arrestin-GFP translocation imaging, zaprinast antagonism; higher % means a stronger effect;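 active = inhibition of at least 50% with at least 30 cells and total cytoplasm GFP at most 10,000,000; inconclusive = under 30 cells or total GFP of 10,000,000 plus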
* hit, by the source's call; ? = inconclusive; / = no result given. No enrichment for hits, and some 1.5% of all compounds hit somewhere here.

Structure,RSV antiviral HEp-2,Rac1 GTP hydrolysis,CSM14.1 death rescue,PhoP inhibition,West Nile virus CPE,Large T inhibition,NS5 inhibitors,LYP inhibition,GPR35 antagonists
CCOc1ccc(CC(=O)OCc2cc(=O)n3cc(Br)ccc3n2)cc1,3.2%,-1%,-6.8%,-3%,0.4%,4%,-2%,-6%,-9%
O=S(=O)(c1cccc2nonc12)N1CCN(c2ccc(F)cc2)CC1,2.2%,5%,-1.1%,7%,-0.1%,6%,4%,-2%,-5%
COc1cnc(-c2ccccn2)[nH]c1=O,1.3%,7%,-0.2%,55µM*,/,-13%,-1%,0%,-15%
CCn1c(=NC(=O)CN2C(=O)CCC2=O)sc2c(OC)ccc(OC)c21,2.6%,3%,0.9%,-5%,-0.3%,8%,0%,-12%,1%
N#Cc1c(/N=C/c2ccco2)sc2c1CCC2,1.1%,25%,-2.7%,13%,0.3%,20%,8%,0%,-5%
CCN(c1cccc(C)c1)S(=O)(=O)c1cc(CN2C(=O)c3cccnc3C2=O)ccc1OC,-0.3%,2%,/,-1%,-0.2%,9%,17%,-7%,1%
CCCC(=O)Nc1ccc(C(=O)N/N=C/c2ccc[nH]2)cc1,3.2%,0%,2.9%,0%,-0.2%,18%,-9%,25%,4%
COCCNC(=O)c1noc2c1CCc1cc(OC)ccc1-2,1.0%,1%,-3.5%,4%,-0.4%,19%,-2%,2%,-8%
Cn1c(CC(=O)Nc2ccccc2)nnc1SCC(=O)Nc1ccc(N2CCOCC2)cc1,1.4%,6%,/,-6%,-0.2%,2%,-6%,-5%,26%
Nc1nc(SCc2ccc([N+](=O)[O-])cc2)c2ncn(C3OC(CO)C(O)C3O)c2n1 (centres undefined),1.7%,1%,3.3%,2%,0.1%,1%,-11%,-2%,2%
CC(C)Cc1nnc(NC(=O)CN2C(=O)NC3(CCCC3)C2=O)s1,1.3%,5%,/,6%,/,5%,-2%,/,/
Cc1csc2c(N3CCN(C(=O)Nc4ccccc4)CC3)ncnc12,9.0%,5%,/,-9%,-0.4%,2%,2%,-2%,9%
O=C(Nc1ccc(-c2nnco2)cc1)c1ccccc1,1.5%,7%,-0.9%,4%,0.3%,6%,-7%,-4%,-9%
CCNc1nn2ccccc2c1/C=C(\C#N)C(=O)OCC,-2.3%,8%,/,-2%,-0.8%,6%,0%,2%,9%
COc1cccc(CN2CCC(C(=O)N3CCN(Cc4ccc5c(c4)OCO5)CC3)CC2)c1OC,0.2%,25%,/,2%,-0.6%,5%,3%,-9%,3%

Additional records:
Structure,RSV antiviral HEp-2,Rac1 GTP hydrolysis,CSM14.1 death rescue,PhoP inhibition,West Nile virus CPE,Large T inhibition,NS5 inhibitors,LYP inhibition,GPR35 antagonists
Cc1ccc(NC(=S)NCc2ccccc2)cc1S(=O)(=O)N1CCCCC1,-1.6%,-2%,-1.9%,-3%,-0.8%,10%,-9%,0%,2%
CCCc1nnc(NC(=O)CCC(=O)N2CCN(C3c4ccccc4-c4ccccc43)CC2)s1,6.4%,3%,-2.4%,-19%,-0.7%,6%,-8%,8%,2%
Cc1cccc2c1[nH]c1nc(N/N=C\c3ccco3)nnc12,2.3%,/,-2.9%,-5%,/,11%,/,0%,-3%
CS(=O)(=O)N(CC(=O)NCc1ccco1)Cc1ccc(Cl)cc1,1.9%,8%,-1.8%,4%,/,5%,6%,-9%,7%
CC(=O)Nc1ccc(OCCOc2ccc(/C=C3\C(=N)N4N=C(C)SC4=NC3=O)cc2)cc1,0.2%,10%,/,-1%,-0.2%,57%,5%,-8%,0%
Cc1nc(NCCc2cnc[nH]2)c2oc3ccccc3c2n1,-0.4%,3%,0.8%,16%,0.0%,5%,-6%,-1%,-11%
Cc1nn(C)c(C)c1/C=C/C(=O)O,-1.1%,6%,-0.8%,-3%,1.1%,16%,-12%,-2%,-4%
O=C(CCS(=O)(=O)Cc1ccccc1)Nc1ccc2c(c1)OCCO2,0.5%,5%,-0.6%,1%,0.2%,21%,0%,-3%,-3%
O=C1c2cccc3c([N+](=O)[O-])ccc(c23)C(=O)N1Cc1cccnc1,/,18%,/,-107%,-2.8%,13%,?,-8%,6%
CC(=O)c1ccc(N2CCN(C3CCC(C(C)(C)C)CC3)CC2)cc1 (centres undefined),-0.3%,12%,/,-4%,-1.7%,6%,3%,-8%,25%
O=C(N/C(=C\c1ccc(Br)cc1)C(=O)N1CCOCC1)c1ccco1,1.9%,4%,/,0%,-0.8%,3%,-2%,-4%,3%
COC(=O)[C@H](C)NC(=O)NCc1ccc(S(N)(=O)=O)cc1,-0.7%,2%,/,-4%,0.4%,20%,-7%,-6%,-14%
COc1cc(NC(=O)CSc2nnc(-c3ccncc3)o2)cc(OC)c1OC,0.6%,8%,/,0%,-0.1%,23%,-4%,-5%,12%
COc1ccc(N2CCN(c3ccc(NC(=O)/C=C\C(=O)O)cc3)CC2)cc1,-0.4%,28%,/,-5%,-0.2%,25%,1%,-6%,1%
CNC(=S)N/N=C(\C)c1ccccc1,3.1%,10%,/,5%,-0.1%,10%,-2%,-6%,8%

Going on with the list:
Structure,RSV antiviral HEp-2,Rac1 GTP hydrolysis,CSM14.1 death rescue,PhoP inhibition,West Nile virus CPE,Large T inhibition,NS5 inhibitors,LYP inhibition,GPR35 antagonists
CCN(CC)CCNC(=O)c1ccc(NC(=O)c2ccc(C(=O)c3ccccc3)cc2)cc1,-2.5%,10%,/,5%,/,38%,1%,/,/
Cc1cc(C)c2nc(C(F)(F)F)nc(NCCCN3CCOCC3)c2c1,6.2%,4%,-0.7%,-3%,-0.2%,10%,-8%,-7%,-2%
COc1ccc(CC(=O)Nc2cc(=O)n(C)c(=O)n2C)cc1,1.2%,3%,-0.9%,2%,0.0%,0%,-1%,-8%,4%
O=C(CCN1CCN(Cc2ccccc2)CC1)Nc1ccccc1Cl,1.4%,-3%,-3.2%,5%,-0.3%,12%,-1%,-5%,3%
CN(Cc1cn[nH]c1-c1cc2ccccc2o1)CC1CCOCC1,-1.6%,3%,-2.3%,-2%,-0.2%,5%,-1%,-11%,-14%
CCC(=O)Nc1c(C(=O)N2CCN(c3ccccn3)CC2)cnn1-c1ccc(Cl)cc1,1.8%,5%,12%,6%,-0.6%,18%,-6%,-4%,7%
CCO[C@H]1OC(C(=O)N2CCN(Cc3ccc4c(c3)OCO4)CC2)=C[C@@H](c2ccccc2)[C@@H]1CCCO,-0.3%,5%,0.6%,2%,-0.3%,5%,-7%,-4%,-13%
CC(=O)Nc1ccc(NC(=O)CCCSc2nc3ccccc3[nH]2)cc1,0.5%,10%,/,0%,0.3%,16%,-10%,-6%,-4%
COC(=O)C(CCSC)NC(=O)c1cc2c(n(-c3ccccc3)c1=O)CC(C)(C)CC2=O (centres undefined),1.4%,-4%,-1.2%,-6%,-1.0%,-8%,-2%,3%,8%
O=C(O)c1ccc2c(c1)c1c3n2CCNC3CCC1 (centres undefined),1.7%,7%,/,-2%,2.4%,8%,5%,1%,32%
CCN1CCN(C(CNS(=O)(=O)c2ccc(OC)cc2)c2cccnc2)CC1 (centres undefined),0.2%,0%,-3.0%,-3%,0.1%,2%,-1%,-2%,1%
CC1(C)C(=O)N(c2ccccc2Cl)C(=O)c2ccccc21,0.7%,4%,/,5%,-0.3%,-2%,-8%,-8%,2%
Cc1ccc2c(CSc3nnc(N)s3)cc(=O)oc2c1,1.6%,15%,-2.5%,25%,-0.1%,1%,2%,-1%,5%
Cc1cc(OCC(=O)N2CCC[C@@H]2C(=O)O)c2c(C)c(C)c(=O)oc2c1,0.7%,-2%,/,-6%,-0.3%,21%,-6%,-14%,-9%
Cc1ccc(CC2CC(=O)N(CC(=O)O)C2=O)cc1 (centres undefined),0.6%,9%,0.2%,2%,0.3%,4%,4%,-5%,10%

Next section:
Structure,RSV antiviral HEp-2,Rac1 GTP hydrolysis,CSM14.1 death rescue,PhoP inhibition,West Nile virus CPE,Large T inhibition,NS5 inhibitors,LYP inhibition,GPR35 antagonists
Cc1cccc(/C=N/NC(=O)c2cc(C3CC3)nc3ccccc23)n1,1.7%,-10%,/,-8%,0.2%,10%,4%,-5%,-7%
COc1ccc(C(=O)Nc2ccc(N3CCN(Cc4ccccc4)CC3)cc2)cc1,1.9%,/,1.0%,2%,-0.1%,2%,/,-6%,6%
O=C1CN(C(=O)COC(=O)c2cccc(S(=O)(=O)NCc3ccccc3)c2)c2ccccc2N1,3.1%,5%,-1.7%,-4%,0.4%,13%,-4%,7%,2%
O=S(=O)(NCC(Nc1ccc(Cl)cc1)c1ccccc1)c1ccccc1 (centres undefined),18%,5%,-0.1%,11%,-1.8%,5%,-3%,2%,-9%
O=c1oc2ccccc2cc1-c1cn(-c2ccccc2)c(=S)[nH]1,-1.0%,8%,-4.4%,4%,0.1%,10%,6%,-13%,-2%
CCOC(=O)c1cc2c(ccn2C)n1CC(=O)N(Cc1ccccc1)c1ccc(F)cc1,22%,-2%,0.4%,-19%,-2.5%,10%,-10%,-7%,2%
CC[C@H](C)/C=C(C)/C=C/C(=O)Cc1cc(O)c(C)c(O)c1C=O,-0.2%,3%,/,-2%,-1.0%,23%,0%,2%,-6%
O=C(c1nc2ccccn2c1CN1CCCC(O)C1)N1CCN(C2CCCCC2)CC1 (centres undefined),0.1%,5%,/,-4%,-0.2%,11%,5%,-9%,-11%
COC(=O)CNC(=O)CNC(=O)c1nn(-c2ccc(OC)c(OC)c2)c(=O)c2ccccc12,8.3%,3%,/,-7%,0.5%,3%,-5%,-4%,4%
COC(=O)c1ccccc1NC(=O)c1ccnn1C,2.0%,12%,-1.0%,-1%,0.7%,-2%,-2%,-6%,19%
CCOP(=O)(OCC)C(Nc1ccc(OC)cc1)c1ccco1 (centres undefined),1.6%,6%,-1.5%,-4%,-0.3%,15%,-11%,-10%,1%
COc1ccccc1C(O)Cc1nc2ccccc2n1C (centres undefined),0.6%,0%,0.5%,1%,-0.1%,5%,-3%,-10%,7%
CN1CCN(C(=O)/C(=C/c2ccccc2Cl)NC(=O)c2ccccc2)CC1,1.9%,7%,/,2%,0.3%,4%,-5%,-8%,8%
CC1(C)Cc2c(c(-c3ccccc3)nc(N3CCOCC3)c2C(N)=O)CO1,-0.7%,3%,4.1%,7%,0.2%,-5%,-5%,-4%,-10%
CN(C)/C=C(\C#N)C(=O)Nc1ccc(O)cc1F,0.6%,?,1.2%,-5%,0.0%,18µM*,-8%,0%,18%
COC(=O)c1ccc(NC(=O)Cn2nnc(-c3cccs3)n2)cc1,1.8%,11%,-0.7%,4%,-0.3%,3%,-5%,3%,-18%
